# Assay outcomes (PubChem BioAssay)
# Polio RdRp inh: poliovirus RdRp elongation inhibitors, primary screen, biochemical, fluorescence polarization, total intensity | % elongation, % (compound at 16.7 µg/mL) | AID 588519, 2011 | actives 0.66% (n = 150,000) | Genome polyprotein (Poliovirus type 1 (strain Mahoney)), P03300 | poliovirus polymerase elongation; stronger effect = lower value; in the data active means % elongation below about 90%; further: some results filed as inactive read as strong as hits
# Target sequence (P03300 1749-2209 limits assumed): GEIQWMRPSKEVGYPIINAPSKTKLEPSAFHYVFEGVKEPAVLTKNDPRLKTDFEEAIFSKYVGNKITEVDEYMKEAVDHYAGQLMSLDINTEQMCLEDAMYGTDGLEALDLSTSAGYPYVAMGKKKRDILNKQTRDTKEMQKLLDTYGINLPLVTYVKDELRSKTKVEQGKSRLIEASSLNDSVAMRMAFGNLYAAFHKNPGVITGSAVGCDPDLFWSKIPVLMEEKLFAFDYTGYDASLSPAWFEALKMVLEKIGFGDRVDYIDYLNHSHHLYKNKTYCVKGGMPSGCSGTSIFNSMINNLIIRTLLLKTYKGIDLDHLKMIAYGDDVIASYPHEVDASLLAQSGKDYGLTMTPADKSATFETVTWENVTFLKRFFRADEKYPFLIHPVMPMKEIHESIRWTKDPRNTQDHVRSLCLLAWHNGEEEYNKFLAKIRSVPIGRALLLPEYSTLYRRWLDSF
# Polio RdRp inh FP z-score: further read-out of Polio RdRp inh, marked with its call; z-score; measured here: FP z-score; hits read low
# Active calls of the source: *; & = joins results of further samples. Not all compounds are listed, so the mix of outcomes need not match the whole.
SMILES,Polio RdRp inh,Polio RdRp inh FP z-score
CC(=O)Nc1ccc(S(=O)(=O)NCCc2cn3ccsc3n2)cc1,99.0,-1.9
CCCN(CC1CC1)C(=O)CSc1nc(N)cc(N)n1,100.0,-0.3
CN(C)CCN(Cc1cccs1)c1ccccn1,102.0&100.0,0.2&0.2
CS(=O)(=O)N1CCc2cc(C(=O)CSc3nnc4ccccn34)ccc21,105.0,-0.7
O=C(OCC(=O)N1CCCCC1)c1ccc(NS(=O)(=O)c2ccc3c(c2)OCCO3)cc1,100.0,-0.3
CCCSc1nnc(NC(=O)c2nn(-c3cccc(C)c3)ccc2=O)s1,104.0,1.3
COc1ccc2cc(C(C)C(=O)N3CCC(C(N)=O)CC3)ccc2c1 (centres undefined),102.0,0
O=C(Cn1cnc2c(cnn2CCO)c1=O)N1CCOCC1,104.0,0.2
Cc1ccc(S(=O)(=O)/N=C/c2ccco2)cc1,100.0,-0.2
Nc1c(N2CCN(c3ccccc3)CC2)c2ccccc2oc1=O,105.0,0.3
COc1ccc(NC(=O)CSc2nc(NS(=O)(=O)c3ccccc3)cc(=O)[nH]2)cc1,104.0,0.4
Cc1ccc(-c2nn(-c3ccccc3)cc2C=C2C(=O)NC(=O)NC2=O)o1,96.0,-1.1
Cn1c(SCCC(=O)Nc2ccccc2)nnc1-c1cc2ccccc2o1,101.0,-0.3
Ic1cccc2c1N1CCN2CC1,101.0,0.2
COc1ccc(Cn2c(=O)[nH]c3ncccc3c2=O)cc1,104.0,2.2

# Among those listed so far, three have an aryl methoxy group.
SMILES,Polio RdRp inh,Polio RdRp inh FP z-score
COc1ccc2cc(C(C)C(=O)N3CCC(C(N)=O)CC3)ccc2c1 (centres undefined),102.0,0
COc1ccc(NC(=O)CSc2nc(NS(=O)(=O)c3ccccc3)cc(=O)[nH]2)cc1,104.0,0.4
COc1ccc(Cn2c(=O)[nH]c3ncccc3c2=O)cc1,104.0,2.2

# More structures:
SMILES,Polio RdRp inh,Polio RdRp inh FP z-score
CC(C)NS(=O)(=O)c1ccc(OCC(=O)N2CCN(c3cccc(Cl)c3)CC2)cc1,103.0,-0.6
O=C1Nc2ccccc2C(=O)N2CCCC12 (centres undefined),101.0,0
CNc1ccccc1C(C)(C)c1ccnn1-c1ccccc1,102.0,0.1
Cc1ccc(-c2nn(C)c(=O)c3ccccc23)cc1S(=O)(=O)NCCCN(C)C,105.0,0.1
CCOC(=O)c1c(NC=O)sc(C)c1C,97.0,-0.6
COc1ccc(OC)c(CCNC(=O)c2cc3cccc4c3n2CC(C)S4)c1 (centres undefined),106.0,-0.3
COc1ccc(OCC2CCNCC2)cc1,106.0,1.1
CC(C)N1CC(C(=O)Nc2ccccc2)CC1=O (centres undefined),102.0,0.1
CCCCCCc1cc2cc(-c3cn4c(n3)sc3cc(OC)ccc34)c(=O)oc2cc1O,124.0,4
Cc1cc(I)ccc1-n1[nH]c(C(F)(F)F)cc1=O,101.0,0
Cc1cc(C)cc(NC(=O)CCS(=O)(=O)c2ccc3nc(C)sc3c2)c1,101.0,-0.6
C=CCNC(=O)C1CCCN(S(=O)(=O)c2cc(Cl)ccc2OC)C1 (centres undefined),102.0,0.1
CCN(CC)S(=O)(=O)c1ccc(Cl)nc1,102.0,0.1
Nn1c(Nc2ccc(Cl)cc2)nncc1=O,102.0,0.1
CC(=O)Nc1nc2nc(C)cc(C)n2[n+]1-c1ccccc1,101.0,-0.1
CO/C1=C\C(C)=C\[C@@H](C)[C@@H](O)[C@H](C)C/C(C)=C/C=C/[C@H](OC)[C@@H]([C@@H](C)[C@@H](O)[C@H](C)[C@H]2C[C@@H](O)[C@H](C)[C@@H](C(C)C)O2)OC1=O,102.0&100.0,0.2&-0.1
CCOC(=O)c1cnn(CCOC(=O)c2ccccc2F)c1NC(=O)c1ccccc1F,103.0,0.5
CCC(CC)C(=O)Nc1nnc2n1CCS2,111.0,0.8
CC(C)c1ccc(OCc2cc(=O)n3c4c(sc3n2)CCCC4)cc1,107.0,-0.2
O=C(CN1CCCN(Cc2cccc(Cl)c2)S1(=O)=O)Nc1ccc2c(c1)OCCO2,107.0,0.1
CCc1ccc(S(=O)(=O)Nc2ccc3oc(=O)sc3c2)cc1,99.0,-0.6
Cc1ccc(C(C)C)c(OCC(=O)NC2CCN(C)CC2)c1,99.0,-1.1
Cc1ccc(C)c(NC(=O)Cn2c(=O)n(Cc3ccccc3)c(=O)c3oc4ccccc4c32)c1,108.0,0.2
CC(=O)Nc1ccc(N=C2C(=O)N(CCC(C)C)c3ccccc32)cc1,98.0,-0.2
CCCCn1c(CNC(=O)C23CC4CC(CC(C4)C2)C3)nnc1SCC(=O)Nc1ccc(C)cc1,105.0,0.2
COC(=O)c1cn(-c2ccccc2)nc1C(=O)c1ccccc1,103.0,0.2
O=C1CN(C(=S)Nc2ccc(F)cc2)CCN1,105.0,0.1
Cc1ccc(NC(=O)C2CC(=O)NC3=C2C(=O)CC(C)(C)C3)cc1C (centres undefined),99.0,-0.5
CC(=O)Nc1ccc(SCC(=O)N2CCCCC2C)cc1 (centres undefined),104.0,0.2
CCc1ccc(NC(=S)NN(C)C)cc1,103.0,0.4
O=C(Nc1ccc2c(c1)nc1n2CCN(c2ccccc2)C1)c1ccccc1,95.0,-1.2
CCc1ccc(-n2nc(CO)c(C(=O)NCc3ccccc3Cl)n2)cc1,108.0,0.1
CSc1cccc(NC(=S)Nc2cc3c(c(N)c2C)C(C)(C)CC3(C)C)c1,102.0,-0.2
COc1ccccc1OCC(O)CNCc1ccc2c(c1)OCO2 (centres undefined),102.0,-0.1
O=C(COC(=O)C1CCCCC1)Nc1ccc(I)cc1,102.0,0.2
CCOC(=O)/C(C#N)=C/Nc1nc(C)cs1,51.0,-9.4
CC(C(=O)Nc1ccc(Cl)cc1Cl)N1CCCN(c2ccc(C(F)(F)F)cn2)CC1 (centres undefined),105.0,0.2
COCC(C)n1c(SCc2ccccc2C#N)nc2ccccc2c1=O (centres undefined),100.0,-0.4
CC(C)CNC(=O)c1cccc(S(=O)(=O)N(C)C)c1,104.0,1
CCc1ccccc1NC(=O)CN(c1ccccc1)S(=O)(=O)c1ccsc1C(=O)OC,100.0,-1.4
Cn1cc(S(=O)(=O)N2CCCCCC2)cc1C(=O)Nc1ccccc1F,104.0,-0.4
Cc1cccc(-c2nc(CCNC(=O)Cc3ccccc3)cs2)c1,104.0,-0.7
CCc1ccc(NC(=O)Nc2ccccc2OCc2cc(=O)n3ccccc3n2)cc1,106.0,0.1
CCOc1ccc(C2CC(=O)N3CN(CCc4ccccc4)CSC3=C2C#N)cc1 (centres undefined),102.0,-0.1
Cc1cccc(NC(=O)Cn2cc(C(=O)c3ccco3)c3ccccc32)c1,107.0,0.3
CCC(C)NC(=O)c1cnn2c(C)cc(C)nc12 (centres undefined),105.0,1.5
COc1ccc(N2CCN(c3ncnc4c3nnn4C)CC2)cc1,111.0,0.8
N#CSCOC(=O)Oc1ccc2ccccc2c1,96.0,-0.7
CCOc1ccc(Cn2c(=O)oc3ccccc32)cc1,104.0,-0.4
O=C(Nc1nc2ccccc2[nH]1)C1CCCC1,104.0,0
C/C(=N/NC(=O)CSc1nc2ccccc2[nH]1)c1ccncc1,103.0,0.3
O=C(CSc1nc2ccccc2c2nc3ccccc3n12)NCc1ccco1,103.0,0.3
O=C(Nc1cc2c(ccc3ccccc32)oc1=O)c1ccccc1,102.0,0
CC(C)(C)NC[C@@H](O)COc1cccc2c1CCCC2=O,101.0,0.2
CCc1ccc(C(=O)CSc2nc(-c3ccccc3)nc3c2CCCC3)cc1,107.0,0.6
CCOC(=O)c1cnc(SCC(=O)N2c3ccccc3SC3C=CC=CC32)nc1N (centres undefined),101.0,-0.2
CCCOc1ccc(C(=O)N(Cc2ccccc2Cl)C2CCS(=O)(=O)C2)cc1 (centres undefined),99.0,-1.6
CCc1cc2c(Cl)ncnc2s1,105.0,0.9
COC(=O)c1ccc(NC(=O)N2CCN(Cc3cc(=O)n4nc(-c5ccc(C)cc5)sc4n3)CC2)cc1,108.0,0
COc1cccc(OCc2nc3ccccc3n2CCOc2cccc(C)c2)c1,108.0,0.2

# As a short view, part of the list above.
SMILES,Polio RdRp inh,Polio RdRp inh FP z-score
COC(=O)c1ccc(NC(=O)N2CCN(Cc3cc(=O)n4nc(-c5ccc(C)cc5)sc4n3)CC2)cc1,108.0,0
COc1cccc(OCc2nc3ccccc3n2CCOc2cccc(C)c2)c1,108.0,0.2

# The list goes on.
SMILES,Polio RdRp inh,Polio RdRp inh FP z-score
O=C1C(Cc2cc(Cl)ccc2Cl)S/C(=N\N=C\c2ccccc2O)N1Cc1ccco1 (centres undefined),107.0,0.3
O=C(COc1c(-c2ccco2)oc2ccccc2c1=O)c1ccc(Br)cc1,100.0,-0.8
Cc1ccc(-n2ncc(C(=O)N3CCN(C(=O)c4ccco4)CC3)c2C2CCN(C(=O)OC(C)(C)C)CC2)cc1,105.0,-0.3
CCCCN(C(=O)Nc1cccc2ccccc12)C1CCS(=O)(=O)C1 (centres undefined),102.0,0.2
COCCCN1CCc2nc(SCC(=O)Nc3ccc(C)c(Cl)c3)[nH]c(=O)c2C1,106.0,-0.2
Cc1ccc(Sc2c(C)nn(C(=O)c3ccco3)c2C)cc1,102.0,-0.1
CC1(C)C(=S)NC(c2ccccc2)N1O (centres undefined),103.0,-0.1
Cc1ccc(-n2c(SCC(=O)NCc3ccccc3)nc3c([nH]c4ccccc43)c2=O)cc1,103.0,-0.6
COc1cccc(N=Cc2cn(-c3ccccc3)nc2-c2cccs2)c1,104.0,0.3
CCOC(=O)CCCCN(Cc1ccccc1F)S(=O)(=O)c1ccc(F)c(C(=O)Nc2cc(Cl)cc(Cl)c2)c1,105.0,-0.6
COc1ccc2c3c([nH]c2c1)[C@@H]1C[C@@H]2C(OC(C)=O)=COC(C)C2CN1CC3 (some centres undefined),112.0,0.9
Cc1cc(C)c(C#N)c(SCC(=O)Nc2ccccc2C#N)n1,103.0,-0.2
CN(Cc1ccccc1)C(=O)c1cc(S(=O)(=O)N2CCCC2)cn1C,99.0,-0.8
COC(=O)CSc1n[nH]c(-c2ccccn2)n1,107.0,1.5
CCc1ccccc1N1C(=O)N(C)c2ccccc2S1(=O)=O,107.0,-0.1
CN1C(=O)NC(c2ccccc2)C2=C1CC(C)(C)CC2=O (centres undefined),103.0,0.3
CSc1ccccc1C(=O)Nc1ncn[nH]1,103.0,0.5
CC1C(=NO)C(C)C(c2ccccc2)NC1c1ccccc1 (centres undefined),102.0,0
COc1ccccc1N1CCN(Cc2ccc(SC)cc2)CC1,102.0,-0.1
Cc1cccc(NC(=S)NCc2ccco2)c1,99.0,-0.8
Cc1nc2cc(-n3ccc(=O)cc3)ccc2n1-c1ccccc1,100.0,-0.8
CCCCn1nc(NS(=O)(=O)c2ccc(C)cc2)c2cc3cccc(C)c3nc21,103.0,-0.1
O=C(c1cc(-c2ccccc2Cl)nc2ccccc12)N1CCN(C2CCS(=O)(=O)C2)CC1 (centres undefined),98.0,-0.7
O=C(O)/C=C/C(=O)Nc1ccc(SC(F)(F)F)cc1,101.0,0
Cc1ccc(CNC(=O)c2oc3ccc(S(=O)(=O)N4CCCC(C)C4)cc3c2C)cc1 (centres undefined),106.0,0.2
COc1cccc2c1Oc1ncccc1NC2,102.0,0.2
COc1ccc2nc3oc(C(=O)Nc4cc(Cl)c(OC)cc4OC)cc3cc2c1,100.0,-0.1
O=C(Nc1cccc(C(F)(F)F)c1)C1CCN(S(=O)(=O)c2cccs2)CC1,103.0,-0.1
CCOc1ccc(NC(=O)C(=O)NCc2ccco2)cc1,103.0,-0.2
CCOC(C)n1cccc1-c1ccccc1 (centres undefined),109.0,0.6
O=C(NCCCSc1ccccn1)Nc1ncccn1,103.0,0.1
Cc1ccccc1S(=O)(=O)Cc1ccc(C(=O)NCCc2ccccc2)o1,98.0,-1
O=C(NCc1cn2ccsc2n1)c1ccccc1C(F)(F)F,102.0,-0.3
COc1ccc(-c2cc(C)no2)cc1S(=O)(=O)NC(C)C,105.0,-0.3
Cc1ccc(NC(=O)CN2C(=O)CC(c3ccc(F)cc3)=Nc3ccccc32)cc1F,101.0,-1.1
O=C1CC(c2ccco2)CC(O)=C1C=NCCN1CCNCC1 (centres undefined),99.0,-0.7
CC(C)c1cc(-c2nc(-c3cccc(Cl)c3)no2)n[nH]1,99.0,-1.6
O=C(Nc1nc2c(F)cc(F)cc2s1)c1ccc2c(c1)OCCO2,111.0,0.8
COC(=O)c1cc(S(=O)(=O)Nc2ccsc2C(=O)OC)oc1C,102.0,0
CCOC(=O)COc1nc(-c2cccs2)cc(C(F)(F)F)n1,105.0,0.2
Cc1nnc(SCC(=O)NCc2ccc(F)cc2)n(N)c1=O,98.0,-1.1
C(=Nc1ccccc1)c1ccc(N2CCOCC2)cc1,107.0,1.5
Cc1ccc(-c2cn3c(n2)sc2cc(C(=O)N4CCCCC4)ccc23)cc1,104.0,-0.5
Cc1ccc(-c2nnc(Nc3ccc(Br)cc3)c3ccccc23)cc1S(=O)(=O)N1CCCCC1,102.0,-0.3
N#Cc1nc(-c2ccc(Cl)cc2)oc1N1CCCC1,99.0,-0.2
O=C(NCCCN1CCN(c2ccccc2F)CC1)c1sc2ncccc2c1-n1cccc1,110.0,0.9
CN(N)c1ccccc1,100.0,-0.1
CCn1c(SCC(=O)NC2CCCCC2)nnc1C(CO)NC(=O)c1ccccc1 (centres undefined),101.0,0.5
CC(C)(C)C1(OCSC#N)C(=O)N=CN=CN1Cc1ccccc1 (centres undefined),103.0,0.3
N#Cc1c(S/C=C(\O)c2cc3ccccc3o2)nc2c(c1C(F)(F)F)CCCC2,94.0,-2.5
O=C(CSc1nnc(-c2ccccc2F)o1)Nc1cccc(C(F)(F)F)c1,101.0,-0.4

# Record cards, as listed above. Order of values: Polio RdRp inh	Polio RdRp inh FP z-score
# Shown for `Cc1cc(C)c(C#N)c(SCC(=O)Nc2ccccc2C#N)n1` = 103.0	-0.2
# Shown for `COC(=O)c1ccc(NC(=O)N2CCN(Cc3cc(=O)n4nc(-c5ccc(C)cc5)sc4n3)CC2)cc1` = 108.0	0
# Shown for `COc1ccc2nc3oc(C(=O)Nc4cc(Cl)c(OC)cc4OC)cc3cc2c1` = 100.0	-0.1
# Shown for `CCCCN(C(=O)Nc1cccc2ccccc12)C1CCS(=O)(=O)C1` (centres undefined) = 102.0	0.2
# Shown for `COCC(C)n1c(SCc2ccccc2C#N)nc2ccccc2c1=O` (centres undefined) = 100.0	-0.4
